Compound activity deposited in PubChem by several laboratories.
BioA inh = M. tuberculosis BioA enzyme inhibitors, primary screen, biochemical, plate reader, single point, HTS | AID 602481, 2012 | 7,8-diaminopelargonic acid synthase BioA (Mycobacterium tuberculosis) | actives 0.096% (n = 360,000) | purified M. tuberculosis BioA enzyme | inhibition, % at 9.99 µM; in the data active means inhibition above about 40%; inconclusive means no clear call, values can overlap the other calls
GDH-TPI counter = GDH-TPI coupling enzyme inhibitors, primary screen, artefact control for M. tuberculosis FBA inhibitor project, biochemical, absorbance, full deck. inhibition, % at 4.8 µM. GDH-TPI coupled enzyme counterscreen, NADH absorbance. actives 1.2% (n = 360,000). AID 588335, 2011; in the data active means inhibition above about 30%;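 further: 0% = DMSO wells and 100% = wells lacking the enzyme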
PfHsp40 rescue = rescue of yeast from PfHsp40 toxicity, primary screen, S. cerevisiae, ATP luminescence. S. cerevisiae expressing PfHsp40, growth rescue. growth rescue, % at 12.5 µM. actives 0.68% (n = 340,000); in the data active means growth rescue above about 28%, passing the limit was not always enough; inconclusive means no clear call, values can overlap the other calls;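 further: yeast W303a lacking pdr1 and pdr3 grown in galactose medium; growth measured after three days at 30 °C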
Mtb UGM inh = M. tuberculosis UGM enzyme inhibitors, primary screen, biochemical, fluorescence polarization, single point. purified UGM, fluorescence polarization probe displacement. inhibition, % at 10 µM. actives 0.06% (n = 320,000). AID 504406, 2011; in the data active means inhibition above about 10%, passing the limit was not always enough; inconclusive means no clear call, values can overlap the other calls
Anthrax LF prot = Bacillus anthracis LF protease inhibitors, primary screen, biochemical, multiplex microsphere, MLPCN library; multiplex microsphere protease cleavage assay; actives 0.12% (n = 360,000); inhibition, % at 10 µM; Lethal factor (Bacillus anthracis), P15917; further: plate controls were buffer without enzyme for full effect and enzyme alone for no effect
Target sequence (P15917 whole entry, looked up): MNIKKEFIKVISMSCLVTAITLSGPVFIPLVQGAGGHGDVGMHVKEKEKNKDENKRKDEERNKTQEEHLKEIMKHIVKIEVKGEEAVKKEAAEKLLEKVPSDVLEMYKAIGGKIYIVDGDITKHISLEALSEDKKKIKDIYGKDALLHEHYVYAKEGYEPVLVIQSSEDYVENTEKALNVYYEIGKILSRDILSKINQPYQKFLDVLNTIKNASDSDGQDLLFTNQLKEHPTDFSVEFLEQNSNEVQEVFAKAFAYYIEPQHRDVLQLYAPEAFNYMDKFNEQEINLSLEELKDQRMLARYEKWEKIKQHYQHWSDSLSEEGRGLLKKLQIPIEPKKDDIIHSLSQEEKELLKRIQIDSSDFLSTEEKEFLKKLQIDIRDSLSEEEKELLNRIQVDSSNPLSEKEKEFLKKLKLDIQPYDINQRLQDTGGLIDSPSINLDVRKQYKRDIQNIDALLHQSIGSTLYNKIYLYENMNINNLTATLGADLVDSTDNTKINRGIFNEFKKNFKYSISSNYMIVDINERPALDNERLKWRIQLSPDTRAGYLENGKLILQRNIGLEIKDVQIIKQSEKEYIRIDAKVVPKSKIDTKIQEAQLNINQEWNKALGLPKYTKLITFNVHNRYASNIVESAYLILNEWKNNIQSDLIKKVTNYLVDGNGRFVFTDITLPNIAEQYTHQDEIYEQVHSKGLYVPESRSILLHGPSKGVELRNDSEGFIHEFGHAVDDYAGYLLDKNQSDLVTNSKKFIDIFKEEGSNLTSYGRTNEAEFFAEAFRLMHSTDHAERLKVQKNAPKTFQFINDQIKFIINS
BoNT F protease = BoNT/F light chain protease inhibitors, primary screen, biochemical, flow cytometry, MLPCN library | Botulinum neurotoxin type F light chain protease (Clostridium botulinum) | Multiplex microsphere protease cleavage assay | inhibition, % at 10 µM | actives 0.22% (n = 360,000) | AID 588497, 2011; in the data active means inhibition above about 35%, passing the limit was not always enough; inconclusive means no clear call, values can overlap the other calls; further: plate controls were buffer without enzyme for full effect and enzyme alone for no effect
FadD28 binding = inhibitors of FadD28 bisubstrate probe binding, primary screen, biochemical, fluorescence polarization, single point; inhibition, % at 12.5 µM; actives 0.22% (n = 360,000); in the data active means inhibition above about 8.5%, passing the limit was not always enough; inconclusive means no clear call, values can overlap the other calls
BoNT-A LC inh2 = BoNT/A light chain protease inhibitors, primary screen, biochemical, flow cytometry, MLPCN library; Botulinum neurotoxin type A light chain protease (Clostridium botulinum A str. ATCC 3502); multiplex microsphere protease substrate cleavage; inhibition, % at 10 µM; actives 0.17% (n = 360,000); AID 588499, 2011; further: plate controls were buffer without enzyme for full effect and enzyme alone for no effect
FBA Mtb inh = Mtb FBA enzyme inhibitors, primary screen, biochemical, fluorescence, strain H37Rv; Fructose-bisphosphate aldolase (Mycobacterium tuberculosis (strain ATCC 25618 / H37Rv)), …; purified M. tuberculosis FBA, fluorescence read-out; inhibition, % at 1 µM; actives 2.3% (n = 360,000); in the data active means inhibition above about 27%;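 further: 0% = vehicle and 100% = reference inhibitor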
* marks the source's active call; other numbers are inactive results; ? = inconclusive; nt = no result given. Unless noted, no stated cut-off is given here; in the data, active means inhibition above about 30%; inconclusive means no clear call, values can overlap the other calls; inactive means below that.

SMILES	BioA inh	GDH-TPI counter	PfHsp40 rescue	Mtb UGM inh	Anthrax LF prot	BoNT F protease	FadD28 binding	BoNT-A LC inh2	FBA Mtb inh
CCOc1ccccc1OCCCC(=O)NNC(=O)c1cc(C)oc1C	-0.8	9	9.9	nt	-8	-3	0.1	-0.3	5
Cc1sc2ncn(CC(=O)OCC(=O)NC(C)(C)C)c(=O)c2c1C	-0.5	16	-0.2	-1.3	-5	-8	-1.2	1.0	-6
CCNC(=O)N(CC)C[C@H]1N[C@@](CC)(C(=O)OC)[C@H]2C(=O)N(Cc3ccccc3)C(=O)[C@@H]12	-0.8	7	-0.3	nt	-6	-11	-0.4	-0.7	-2
N#C/C(=C\c1c(Oc2ccc(Cl)cc2)nc2ccccn2c1=O)C(=O)NC1CCS(=O)(=O)C1 (stereo unspecified)	13	8	0.2	-0.9	-4	4	-2.1	0.8	86*
O=C(c1ccc(F)cc1)N1CCCC(N2CCN(Cc3ccc4c(c3)OCO4)CC2)C1 (stereo unspecified)	0.8	6	-1.5	-2.0	1	-7	-1.3	-1.3	-1
COc1ccc(NP2(=O)NCCCN2)cc1	-0.2	-12	-1.0	nt	0	-4	-4.6	-0.4	-3
O=C(N/N=C/c1c[nH]c2ccccc12)c1ccn(Cc2ccc(Cl)cc2)n1	-1.3	32*	0.3	0.2	3	-3	0.4	-0.8	0
O=C1c2[nH]nc(-c3ccccc3O)c2C(c2ccccc2F)N1Cc1ccco1 (stereo unspecified)	3.7	2	0.5	-0.1	-8	4	-15	-0.4	-3
Cc1cc(C)n2nc(C(=O)N/N=C/c3cccc(Cl)c3)nc2n1	nt	2	1.3	-4.7	-8	10	0.4	-0.5	3
COc1cccc(C(C(=O)NC2CCCC2)N(C(=O)c2ccco2)c2cccc(C(C)=O)c2)c1OC (stereo unspecified)	-1.2	1	-1.5	1.0	-2	1	nt	-0.9	2
Cc1ccc(NC(=O)NC2=N/C(=C(/C#N)C(=O)N3CCCC3)c3ccccc32)cc1	nt	6	0.3	0.3	-20	-2	-0.2	-2.1	0
COc1ccccc1NC(=O)CCc1nc2ccccc2s1	nt	5	-0.1	0.0	4	13	-3.8	3.3	0
CCCCOc1ccccc1C(=O)NCC(=O)O	nt	-8	-0.5	2.3	2	-4	-1.7	0.7	-4
CC(C)C1C(C#N)=C(N)Oc2n[nH]c(-c3ccc4ccccc4c3)c21 (stereo unspecified)	0.1	10	3.6	-0.2	-3	-5	-12	-1.0	-4
CC1CCCCC1NC(=O)c1cncc(Br)c1 (stereo unspecified)	-1.5	-10	-0.1	1.7	-6	-8	-0.9	0.3	-3
COCC1CCN(C(=O)CC2C(=O)NCCN2Cc2cccc(Oc3ccccc3)c2)CC1 (stereo unspecified)	-0.3	-2	-0.5	-2.1	0	-1	nt	3.0	-2
Cc1ccc(NC(=O)CNC(=O)c2cccs2)c(O)c1	-1.4	1	-0.6	3.6	1	?	-1.1	2.3	1
COP(=O)(Cc1ccc(C#N)o1)OC	nt	-11	0.0	1.6	-9	?	-4.1	?	0
CCOC(=O)c1c(C)[nH]c(C(=O)OCC(=O)NC2CCS(=O)(=O)C2)c1C (stereo unspecified)	nt	-1	-0.4	-0.9	-2	-6	0.7	-0.3	0
Cc1cccc(C(=O)OCC(=O)N2CC(C)CC(C)C2)c1C (stereo unspecified)	-0.3	-1	0.1	2.5	-1	0	-0.9	1.0	-1
COc1ccc(CCNC(=O)C/C(C)=N/NC(=O)c2ccc(Cl)cc2Cl)cc1OC	nt	-6	-0.5	2.2	2	3	-2.8	3.0	-5
O=C(CN1CCCC1)Nc1sc2c(c1C(=O)Nc1ccccc1)CCCC2	-1.0	0	0.2	-0.6	-3	-4	-2.1	-1.2	-1
OC(CNC1CCCCC1)COCCOc1ccc(Br)cc1 (stereo unspecified)	-4.1	3	0.4	0.7	0	4	-1.1	0.0	1
O=C1CN(S(=O)(=O)c2ccccc2)CCN1S(=O)(=O)c1ccccc1	nt	1	-2.1	-1.1	0	-10	-1.3	-0.3	2
Cc1cnc(NC(=O)CSc2nnc(-c3ccc(Cl)cc3Cl)n2N)s1	4.0	0	0.3	-1.4	3	15	-2.9	1.0	0
COC(=O)c1ccc(CN2CCN(C(C)C)C(CCO)C2)cc1 (stereo unspecified)	nt	12	-1.1	-2.7	0	1	1.3	-0.5	4
Cc1cc(C)c(NC(=O)C2c3ccccc3Oc3ccccc32)c(C)c1	nt	-2	-0.7	2.2	0	2	-5.3	-0.2	-2
COc1cccc(CN(C)C(=O)c2cccc(S(=O)(=O)Nc3cccc(C)c3)c2)c1OC	nt	1	-0.7	nt	-3	12	-11	0.5	0
CC[C@@H](C)[C@@H]1CN([C@@H](C)CN2CCC[C@H]2CN2C(N)=NC[C@H]2CC(C)C)C(=N)N1CCCC1CCCC1	-1.2	-5	2.3	nt	-4	-14	-2.8	-0.4	-3
COc1ccc(Cn2c(N)c(S(=O)(=O)c3cccs3)c3nc4ccccc4nc32)cc1	-2.0	13	0.8	-0.2	-1	0	-1.1	0.4	49*
O=C(/C=C/c1cccc([N+](=O)[O-])c1)NCCSCc1c(Cl)cccc1Cl	0.4	0	15	-1.7	-5	-5	-4.9	-0.8	0
CCOC(=O)C1=C(COC(=O)c2ccccc2OC)NC(=O)NC1C (stereo unspecified)	2.2	6	-0.4	nt	-3	6	0.3	8.0	0
Cc1ccnc(NC(=O)CCC(=O)N(CC(=O)NC2CCCCC2)CC2CCCO2)c1 (stereo unspecified)	1.1	-11	0.7	2.6	-2	-4	-4.6	-0.1	3
CSc1cccc(NS(=O)(=O)c2ccc(F)cc2)c1	-0.1	-9	4.1	-1.3	-2	-15	-1.0	0.1	0
CS(=O)(=O)N(CC(=O)N1CCN(c2ccccc2)CC1)c1ccccc1Cl	3.5	-5	21	0.5	0	-12	-2.3	-0.6	-1
CC(=O)Nc1cccc(Oc2cnc3ccccc3n2)c1	4.8	-5	0.4	0.1	-16	2	-2.6	2.7	-2
Cc1ccc(N2C(=O)CC(N(O)C3CC(=O)N(c4ccc(C)cc4)C3=O)C2=O)cc1 (stereo unspecified)	nt	-7	0.2	2.8	-4	-10	-4.3	-1.2	-3
CCOc1ccc(N2C(=O)CC(Sc3nc(CC(C)C)ccc3C#N)C2=O)cc1 (stereo unspecified)	nt	12	0.9	0.3	3	-5	3.2	0.7	9
COc1ccccc1NC(=O)c1cc2cc(Br)ccc2oc1=N	-0.4	4	-1.2	3.6	19	-3	-1.5	-2.3	-2
Cc1ccccc1N/N=C/c1c(C)nc2ccccn12	0.6	-3	1.0	3.0	-4	-16	1.1	-0.4	3
Cc1ccccc1-c1nnc(SCC(=O)Nc2cccc(C)c2C)o1	-1.1	15	-1.2	0.8	-3	5	0.1	?	-3
Cc1ccc(NC(=O)c2ccc(NCCCN3CCC(C)CC3)c([N+](=O)[O-])c2)c(C)c1	-1.5	8	-0.5	0.5	-5	-10	-2.8	-2.5	-2
COc1ccc(N(C)S(=O)(=O)c2cccc(C(=O)NC3CCCC(C)C3C)c2)cc1 (stereo unspecified)	nt	14	nt	-1.0	-2	14	-0.6	2.2	6
CN(C(=O)c1ccoc1)c1ccc2ccccc2c1	-0.5	-2	-0.9	0.7	0	-4	nt	0.4	0
Cc1cc(C(=O)N/N=C/c2ccc(Br)o2)n[nH]1	-0.3	12	0.3	0.4	1	6	-1.0	0.0	-4
COC(=O)[C@H](CCSC)NC(=O)N1CCN(Cc2ccccc2)CC1	-1.2	5	2.0	0.1	-1	8	0.2	1.1	2
O=C(Nc1c2n(c(=S)n(-c3ccccc3)c1=O)CCCCC2)c1ccccc1	nt	-2	-0.1	-0.4	-1	-2	-0.8	-0.5	1
COc1cc(/C=N/n2c(C)n[nH]c2=S)ccc1OCc1ccc(F)cc1	-4.3	9	-0.7	3.2	0	-6	1.3	-0.3	2
CCCCn1c(O)c(N=NC(=O)c2ccco2)c2ccccc21	nt	29	12	-2.9	-1	-4	1.4	-1.5	-2
Cc1c(NS(=O)(=O)c2cccc(C(=O)NCc3cccc(Cl)c3)c2)c(=O)n(-c2ccccc2)n1C	0.6	-6	0.4	nt	-4	-11	-4.1	-1.0	1
CCC(NC(=O)c1ccccc1O)c1ccccc1 (stereo unspecified)	1.5	-1	0.1	0.5	-6	-1	-6.4	0.3	43*
CC(NC(=O)/C(C#N)=C1\N=C(NC(=O)c2ccco2)c2ccccc21)c1ccccc1 (stereo unspecified)	1.1	12	nt	-0.1	nt	nt	-2.8	nt	3
O=C(NCc1ccco1)c1sc2ccccc2c1Cl	-1.5	0	2.3	-1.8	-1	4	-3.4	0.1	2
NC(=S)NNC(=O)c1cccc(Cl)c1	-2.5	26	-0.3	2.2	nt	nt	0.0	nt	2
COc1ccccc1-n1cnnc1SCC(=O)Nc1nc(C)c(Cl)cc1Cl	3.0	-2	1.5	-1.0	1	3	-2.6	-0.2	-2
COc1ccc(N2CCN(CC(O)COCCOc3ccc(Br)cc3)CC2)cc1 (stereo unspecified)	nt	4	-2.5	0.5	0	-5	-1.3	-0.9	3
CC(O)c1cccc(N=Cc2ccc3ccccc3c2O)c1 (stereo unspecified)	2.8	-6	-0.4	-0.7	42*	?	0.6	6.0	4
O=C(CSc1nnnn1-c1cccc(O)c1)NC1CC1	-3.8	8	-0.1	-2.8	0	0	0.2	0.5	-1
Cc1ccc(C(=O)OCC2OC3OC(C)(C)OC3C2O)cc1 (stereo unspecified)	-0.2	-3	-0.6	nt	1	-1	-3.2	0.3	0
O=C1c2ccccc2C2(c3ccccc3)NCCN12 (stereo unspecified)	-1.4	1	0.2	2.9	-3	1	-0.4	-0.2	5

Compound profiles (already shown). Order of screens: BioA inh, GDH-TPI counter, PfHsp40 rescue, Mtb UGM inh, Anthrax LF prot, BoNT F protease, FadD28 binding, BoNT-A LC inh2, FBA Mtb inh
Profile of COc1cc(/C=N/n2c(C)n[nH]c2=S)ccc1OCc1ccc(F)cc1 = -4.3, 9, -0.7, 3.2, 0, -6, 1.3, -0.3, 2
Profile of Cc1ccc(C(=O)OCC2OC3OC(C)(C)OC3C2O)cc1 (stereo unspecified) = -0.2, -3, -0.6, nt, 1, -1, -3.2, 0.3, 0

The list goes on:
SMILES	BioA inh	GDH-TPI counter	PfHsp40 rescue	Mtb UGM inh	Anthrax LF prot	BoNT F protease	FadD28 binding	BoNT-A LC inh2	FBA Mtb inh
Cc1cc(S(=O)(=O)c2cc3ccc(O)c(C)c3oc2=O)ccc1F	-1.5	-3	-1.2	4.7	1	1	0.8	-2.3	72*
O=C(COc1ccc([N+](=O)[O-])cc1)NCCc1nc2ccccc2[nH]1	-1.3	-5	0.6	0.1	-3	?	-0.7	-2.4	2
CCO[C@H]1OC(C(=O)N2CCN(Cc3ccc4c(c3)OCO4)CC2)=C[C@@H](c2cn(C(C)=O)c3ccccc23)[C@@H]1CCCO	-0.2	-1	1.0	-0.4	12	3	-2.5	-0.2	-2
CC(=O)Nc1nonc1NC(=O)CSC1=NCCS1	2.0	-13	0.1	-3.2	1	-7	-3.5	0.4	-1

3 structures already listed, ordered by molecular weight, lowest first:
SMILES	BioA inh	GDH-TPI counter	PfHsp40 rescue	Mtb UGM inh	Anthrax LF prot	BoNT F protease	FadD28 binding	BoNT-A LC inh2	FBA Mtb inh
O=C1c2ccccc2C2(c3ccccc3)NCCN12 (stereo unspecified)	-1.4	1	0.2	2.9	-3	1	-0.4	-0.2	5
O=C(COc1ccc([N+](=O)[O-])cc1)NCCc1nc2ccccc2[nH]1	-1.3	-5	0.6	0.1	-3	?	-0.7	-2.4	2
CCO[C@H]1OC(C(=O)N2CCN(Cc3ccc4c(c3)OCO4)CC2)=C[C@@H](c2cn(C(C)=O)c3ccccc23)[C@@H]1CCCO	-0.2	-1	1.0	-0.4	12	3	-2.5	-0.2	-2
